# Screening data from PubChem BioAssay.
# HT1080NT lethal – kills 2HG-producing HT-1080-NT fibrosarcoma cells | HT-1080-NT fibrosarcoma viability, CellTiter-Glo ATP luminescence, 48 h | Potency, µM (doses to about 46.1 µM), without a hit: top-dose activity, negative = less viability, most hits filed as cytotoxic | 360,000 tested, 1.6% active | AID 686970;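 note: NT is the 2HG producing partner of a matched IDH1 knockdown line; potency is the fitted concentration of half-maximal effect; 0% = DMSO-treated cells and -100% = media-only wells without cells; nearly all actives have a fitted effect of over 55% in size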
#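 Luminescent CellTiter-Glo readout after 48 hours of compound exposure at 37 degrees C defined viability of HT-1080-NT cells. Activity was normalized to DMSO wells and cell-free media wells; concentration-response curves were fitted and assigned curve classes.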
# ATXN2 expr inh – inhibitors of ATXN2 expression | HEK-293 ATXN2-luciferase reporter, luminescence, 24 h | Potency, µM (titrated, usually from 57 µM), for the others: at the top dose activity change, negative = inhibition, most hits filed as inhibitors | 360,000 tested, 0.72% active; note: potency is the fitted concentration of half-maximal effect; % is set by controls: 0 for no effect and ±100 for the full control effect; nearly all actives have a fitted effect of over 55% in size
#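 ATXN2-luciferase reporter cells (luciferase flanked by upstream and downstream ATXN2 gene portions) were treated 24 h at 37 °C with compounds at up to 57 uM. SteadyGlo luminescence gave expression; GF-AFC fluorescence gave viability.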
# WRN inhibitor – WRN helicase (human) inhibition. Q14191. WRN helicase unwinding, fluorescent forked duplex, kinetic. Potency, µM (titrated, usually from 114 µM), inactives show at the highest dose activity change, negative = inhibition, usual class: inhibitors. 360,000 tested, 0.46% active. AID 651768; note: potency is the fitted concentration of half-maximal effect; % is set by controls: 0 for no effect and ±100 for the full control effect; nearly all actives have a fitted effect of over 55% in size
# Target sequence (Q14191 whole entry, looked up): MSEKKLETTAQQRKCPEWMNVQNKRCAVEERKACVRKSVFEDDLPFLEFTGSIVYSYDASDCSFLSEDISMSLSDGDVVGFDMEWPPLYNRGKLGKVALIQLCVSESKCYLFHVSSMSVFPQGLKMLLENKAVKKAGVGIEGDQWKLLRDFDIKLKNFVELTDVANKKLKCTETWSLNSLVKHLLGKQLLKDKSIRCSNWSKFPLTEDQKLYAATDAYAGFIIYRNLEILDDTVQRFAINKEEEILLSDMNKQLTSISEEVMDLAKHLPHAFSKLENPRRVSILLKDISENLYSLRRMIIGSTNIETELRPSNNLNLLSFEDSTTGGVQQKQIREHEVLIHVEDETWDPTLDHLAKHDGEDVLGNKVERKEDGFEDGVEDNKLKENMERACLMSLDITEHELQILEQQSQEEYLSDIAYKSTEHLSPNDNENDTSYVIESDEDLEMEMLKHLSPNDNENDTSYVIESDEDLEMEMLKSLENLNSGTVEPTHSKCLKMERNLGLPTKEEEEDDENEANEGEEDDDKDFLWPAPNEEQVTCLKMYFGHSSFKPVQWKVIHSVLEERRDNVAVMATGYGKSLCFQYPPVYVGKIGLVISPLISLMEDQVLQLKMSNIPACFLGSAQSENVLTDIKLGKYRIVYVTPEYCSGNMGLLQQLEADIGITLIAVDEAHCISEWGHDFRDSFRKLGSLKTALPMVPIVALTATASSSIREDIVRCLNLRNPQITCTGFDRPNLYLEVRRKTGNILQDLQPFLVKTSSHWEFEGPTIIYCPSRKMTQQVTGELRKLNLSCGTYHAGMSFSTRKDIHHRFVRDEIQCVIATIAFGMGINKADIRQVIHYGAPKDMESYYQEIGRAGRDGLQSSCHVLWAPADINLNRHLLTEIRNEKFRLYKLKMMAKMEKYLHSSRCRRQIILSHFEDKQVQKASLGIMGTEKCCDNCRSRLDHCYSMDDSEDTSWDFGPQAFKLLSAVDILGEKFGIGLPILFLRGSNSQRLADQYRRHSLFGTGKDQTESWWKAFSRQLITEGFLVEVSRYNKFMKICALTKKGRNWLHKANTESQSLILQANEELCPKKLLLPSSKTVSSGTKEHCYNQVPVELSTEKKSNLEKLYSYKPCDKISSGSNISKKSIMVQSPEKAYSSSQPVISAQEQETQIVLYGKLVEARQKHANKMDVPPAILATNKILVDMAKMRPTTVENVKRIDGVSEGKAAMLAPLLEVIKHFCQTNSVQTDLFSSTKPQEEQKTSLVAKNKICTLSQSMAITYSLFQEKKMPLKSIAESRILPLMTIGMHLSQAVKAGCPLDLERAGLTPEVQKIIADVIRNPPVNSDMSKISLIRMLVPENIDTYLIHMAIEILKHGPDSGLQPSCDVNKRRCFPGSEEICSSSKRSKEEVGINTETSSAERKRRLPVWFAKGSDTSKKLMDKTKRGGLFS
#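 Fluorescence dequenching readout, ex 525 nm/em 598 nm, kinetic mode: forked duplex DNA (100 nM final) with adjacent fluorophore and quencher unwound by WRN (20 nM final) with 2 mM ATP. Compound preincubation 15 min, room temperature.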
# MCF10A rereplic – inducers of DNA re-replication in MCF 10A breast cells; MCF 10A DNA re-replication, Hoechst nuclear intensity, 48 h; Potency, µM (doses to about 46.1 µM), without a hit: at the top dose activity, positive = re-replication, actives largely listed as activators; 350,000 tested, 2.9% active; note: potency is the fitted concentration of half-maximal effect; % of control where 0% means no effect; nearly all actives have a fitted effect of over 50% in size
# IL1B secr inh – inhibitors of inflammasome signaling (IL-1 beta secretion); 360,000 tested, 4.7% active; AID 743279; activity change, % at 57.5 µM; THP-1 LPS/ATP IL-1B secretion, AlphaLISA, 16 h; hits give low values; in the data active = activity change below about -50%; inconclusive = mostly about -30% to -49%; note: % is set by controls: 0 for no effect and ±100 for the full control effect
#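 THP-1 cells pretreated 1 hr with compounds (up to 57.5 uM final), then stimulated with LPS (250 ng/mL final) plus ATP (1.25 mM final); secreted IL-1B measured by AlphaLISA after 16 hr, decreased signal indicating inhibition.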
# KB-V1 MDR tox – kills drug-selected multidrug resistant KB-V1 cells; Potency, µM (doses to about 46.1 µM), inactives show at the highest dose activity change, negative = cytotoxicity, usual class: cytotoxic; KB-V1 MDR cells viability, CellTiter-Glo, 72 h; 400,000 tested, 3.4% active; AID 1347076; note: potency is the fitted concentration of half-maximal effect; % is set by controls: 0 for no effect and ±100 for the full control effect; nearly all actives have a fitted effect of over 60% in size
#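 Readout: CellTiter-Glo luminescence, 10 min after addition. Cells: KB-V1 MDR subline, 72 h at 37 degrees C with compound. Analysis: corrected, normalized data fitted to concentration-effect curves.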
# KB-3-1 tox – KB-3-1 parental cell cytotoxicity | KB-3-1 viability, CellTiter-Glo ATP luminescence, 72 h | Potency, µM (doses to about 46.1 µM), inactives show top-dose activity change, negative = cytotoxic, most hits filed as cytotoxic | 400,000 tested, 1.4% active; note: potency is the fitted concentration of half-maximal effect; % is set by controls: 0 for no effect and ±100 for the full control effect; nearly all actives have a fitted effect of over 60% in size
#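 Parental KB-3-1 adenocarcinoma cells in phenol-red-free DMEM with 10% FBS were pin-treated with compounds at several concentrations, incubated 72 h at 37 °C, and viability read by CellTiter-Glo luminescence; concentration-effect curves were fitted after normalization.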
# HT1080 IDH1KD tx – toxicity to HT-1080 IDH1 knockdown cells (counter line). HT-1080 IDH1 knockdown viability, ATP luminescence, 48 h. Potency, µM (top dose mostly 46.1 µM), without a hit: at the highest dose activity, negative = toxicity, usual class: cytotoxic. 360,000 tested, 2% active. AID 686971;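 note: potency is the fitted concentration of half-maximal effect; 0% = DMSO wells and -100% = cell-free medium wells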
#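 Using the IDH1-knockdown HT-1080 line run in the same batch and compound series as the NT line, viability after 48 h at 37 °C was determined by CellTiter-Glo luminescence and expressed as % activity.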
# SW480 rerep – DNA re-replication induction in SW480 cells; SW480 DNA re-replication, Hoechst DNA content imaging, 48 h; Potency, µM (doses to about 46.1 µM), without a hit: at the top dose re-replication activation, most hits filed as activators; 340,000 tested, 1.8% active; note: potency is the fitted concentration of half-maximal effect; % of control where 0% means no effect; nearly all actives have a fitted effect of over 55% in size
#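 250 cells/well; 23 nL cpd via pin tool; 48 hr, 37 C, 5% CO2; Hoechst 40 min; imager read of total nuclear intensity, ex 405/em 500-530 nm.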
# Active calls of the source: *; ? = inconclusive; nt = no result given; [ ] = another dose, or the depositor's remark. Unless noted, calls come from the whole dose curve; as a rule, active = well fitted curve in the direction sought with a large enough effect; inconclusive = small, poorly fitted or top-dose-only effect, or another doubt; inactive = no such curve, though single readings can be large; an effect the other way counts as inactive or inconclusive.
SMILES,HT1080NT lethal,ATXN2 expr inh,WRN inhibitor,MCF10A rereplic,IL1B secr inh,KB-V1 MDR tox,KB-3-1 tox,HT1080 IDH1KD tx,SW480 rerep
COc1ccc(C(=O)c2cn(-c3cccc(Br)c3)nc2C(C)=O)cc1,1%,10%,-6%,0%,7,?,7%,14%,-7%
CC(O)(c1cccc(F)c1)c1nc(-c2ccc3c(c2)OCO3)cs1 (stereo unspecified),-20%,9%,-12%,nt,16,3%,0%,?,nt
CCOc1cc(NC(=O)Nc2ccccc2)c(OCC)cc1NC(=O)CC,4%,nt,6%,7%,10,2%,1%,2%,-2%
O=c1cc(O)c(-c2cccc(Cl)c2)c(Cl)[nH]1,6%,-14%,-11%,-4%,6,3%,5%,8%,1%
CSc1ccccc1NC(=O)COC(=O)c1ccccc1Cc1ccccc1,6%,9%,-18%,?,-10,?,-3%,3%,-2%
O=C(NC(=S)Nc1ccc(Cc2ccncc2)cc1)c1ccccc1Cl,20%,-2%,-9%,0%,-21,-23%,-8%,19%,-1%
O=C(Nc1ccccc1N1CCCC1)c1cccnc1,4%,5%,2%,-1%,-3,15%,-1%,3%,-2%
Cc1ccc(OCCn2c(=O)cnc3ccccc32)cc1,?,-7%,-2%,?,52,?,?,?,?
COc1ccc(NS(=O)(=O)c2cccc(N/C(=N\S(=O)(=O)c3ccccc3)c3ccc(F)cc3)c2)cc1,?,-5%,-2%,?,-6,9%,0%,?,?
O=C(NCc1ccc2c(c1)OCO2)c1ccc(N2C(=O)C3CCCCC3C2=O)cc1 (stereo unspecified),2%,4%,-2%,0%,-2,15%,-2%,0%,-3%
Cc1cc(C)n2nc(SC(C)C(=O)Nc3ccc(Cl)cn3)nc2n1 (stereo unspecified),-1%,-7%,5%,1%,30,?,15%,5%,-15%
O=C(NCC(=O)N1CCOCC1)c1ccc(Br)cc1,6%,11%,4%,0%,2,7%,5%,15%,4%
O=S(Cc1ccccc1)c1ccccc1 (stereo unspecified),10%,10%,3%,0%,8,-15%,0%,24%,-7%
O=S(=O)(c1ccccc1)[C@@]1(c2ccccc2)C[C@@H]2ON=C(c3cccc(-c4ccccc4)c3)[C@@H]2C1,13%,-1%,0%,14%,-1,?,13%,6%,2%
O=C(/C=C/c1ncc(C(F)(F)F)cc1Cl)OCc1ccccc1,-1%,2%,-12%,?,-9,15%,5%,12%,-8%
Cc1ccccc1Cn1c(=N)n(CC(O)c2ccco2)c2ccccc21 (stereo unspecified),?,?,0%[57.1 µM],26%,-77*,?,-15%,?,10%
COc1cc(OC)cc(C(=O)OCC(=O)NC2CCCCCC2)c1,6%[9.24 µM],-8%,7%,0%,12,-6%,-10%,5%,?
COc1ccc(NC(=S)NC(NC(=O)c2ccccc2Cl)C(Cl)(Cl)Cl)c([N+](=O)[O-])c1 (stereo unspecified),?,29%,-11%[57.1 µM],18%,-87*,?,-2%,2%[9.24 µM],2%
C/C(=N\NC(=O)c1cc(-c2ccccn2)nc2ccccc12)c1cccc([N+](=O)[O-])c1,-1%,-24%,-3%,-3%,9,-34%,-5%,-3%,-1%
CCOC(=O)N1CCN(S(=O)(=O)c2ccc(C(=O)Nc3ccc(F)cc3F)cc2)CC1,1.8µM*,-15%,-2%,28%,26,?,4.6µM*,?,9%
Cc1ccc(NS(=O)(=O)c2c(C)[nH]c(C)c2C(=O)N2CCCCC2)c(C)c1,1%,-3%,3%,4%,-23,-2%,6%,0%,-18%
COc1ccc(C)cc1NC(=O)COC(=O)c1c(C)nn(-c2ccccc2)c1C,-7%[9.24 µM],22µM*,-12%,?,-4,-9%,?,-12%,-25%
CC(C)OC(=O)c1cccc(NC(=O)CSc2nnc(N)s2)c1,-3%,9%,1%,-2%,-9,-17%,-6%,-10%,0%
COc1cc(S(=O)(=O)N2CCN(Cc3ccc4c(c3)OCO4)CC2)c(C)cc1C,-22%,-25%,-10%,11%,-20,-3%,1%,-2%,-6%
O=C(CCn1c(=O)c2ccccc2n(CC(=O)NCCC2=CCCCC2)c1=O)NCc1ccco1,6%,-1%,4%,2%,17,-21%,14%,0%[9.24 µM],-5%
Cc1cccc(NS(=O)(=O)c2c(C(=O)N3CCCC3)c(C)n(C)c2C)c1,-1%,-6%,1%,3%,17,0%,12%,10%,-2%
NC(=O)NC(=O)CC1S/C(=N/N=C2\CSC(=O)N2)NC1=O (stereo unspecified),9%,1%,-4%[57.1 µM],?,13,?,11%,8%,12%[1.84 µM]
CCC(Cc1ccccc1)OC(=O)c1ccccc1C(=O)O (stereo unspecified),19%,-14%,6%,2%,17,14%,9%,7%,-1%
Cc1cc(O)c(C(C[N+](=O)[O-])c2ccc(Cl)cc2Cl)c(=O)o1 (stereo unspecified),?,7%,-9%,?,1,-6%,5%,?,7%
CN(C)C(CNC(=O)c1cccc(S(=O)(=O)NCc2ccccc2)c1)c1ccccc1 (stereo unspecified),-15%,12%,6%,?,-6,-10%,-10%,-3%,6.5µM*

# Quoted at random: two compounds from above.
SMILES,HT1080NT lethal,ATXN2 expr inh,WRN inhibitor,MCF10A rereplic,IL1B secr inh,KB-V1 MDR tox,KB-3-1 tox,HT1080 IDH1KD tx,SW480 rerep
O=C(CCn1c(=O)c2ccccc2n(CC(=O)NCCC2=CCCCC2)c1=O)NCc1ccco1,6%,-1%,4%,2%,17,-21%,14%,0%[9.24 µM],-5%
CCOC(=O)N1CCN(S(=O)(=O)c2ccc(C(=O)Nc3ccc(F)cc3F)cc2)CC1,1.8µM*,-15%,-2%,28%,26,?,4.6µM*,?,9%

# (further entries)
SMILES,HT1080NT lethal,ATXN2 expr inh,WRN inhibitor,MCF10A rereplic,IL1B secr inh,KB-V1 MDR tox,KB-3-1 tox,HT1080 IDH1KD tx,SW480 rerep
N#C/C(=C\c1ccc(C(=O)O)cc1)c1ccccn1,0%,6%,-6%,1%,0,7%,-17%,-5%,26%
Cc1c(C(=O)NCc2ccc(F)cc2)oc2ccc(S(=O)(=O)N3CCOCC3)cc12,-2%,-1%,-2%,9%,-22,?,-5%,-15%,0%
CCOC(=O)N1CCN(S(=O)(=O)c2ccc(C(=O)N(CCCN(C)C)c3nc4ccc(OC)cc4s3)cc2)CC1,-4%,-11%,5%,-7%,?,14%,0%,-4%,-5%
COc1ccccc1C1C(C(C)=O)=C(O)C(=O)N1CCc1ccccc1 (stereo unspecified),-9%,-3%,-7%,5%,-6,-7%,-4%,-4%,13%
Cc1cccc(NC(=O)c2ccc3nccnc3c2)c1C,-13%,26%,-4%,-3%,-25,-2%,10%,-1%,-6%
CC(=O)Nc1cc(-c2ccccc2F)cn2c(-c3cccc(C(F)(F)F)c3)cnc12,?,?,-11%,nt,-14,?,?,?,nt
CC1(C)CC(=O)C=C(c2ccc(Oc3ccccc3)cc2)C1=O,0%,11%,-3%,nt,-13,10%,1%,1%,nt
C/C=C/c1ccc(OCC(O)CNCC(c2ccc(OC)cc2)N(C)C)c(OC)c1 (stereo unspecified),-21%,-2%,5%,0%,-57*,22%,3%,?,4%
CCCC(=O)c1c[nH]c(C(=O)NCCCN2CCOCC2)c1,1%,4%,-2%,0%,11,20%,0%,-3%,2%
C=CCn1c(NC(=O)c2ccc(C)cc2)nc2ccccc21,2%,50%,14%,?,21,0%,-2%,5%,5%
c1ccc(-c2ccc3sccc3n2)cc1,15%,47%[activator],6%,?,-6,?,1%,1%,-2%
CCN(CC(=O)NCCc1ccc(S(N)(=O)=O)cc1)Cc1ccccc1,2%,-9%,-2%,1%,-2,?,-14%,0%,6%
COC(=O)c1ccc(=O)n(Cc2ccc3c(c2)OCO3)c1,-8%,1%,-1%,0%,-19,-8%,-5%,-1%,-2%
Cc1ccc(C(=O)C(C)OC(=O)C2CCN(c3ccc(C(F)(F)F)cn3)CC2)cc1C (stereo unspecified),0%,-10%,3%,?,15,?,-16%,-3%,1%
Cc1ccc(C)c(NC(=O)CSc2ccc(S(=O)(=O)N3CCCC3)cn2)c1,-1%,nt,6%,7%,-2,-19%,0%,-2%,3%
COc1cc(N=c2oc3c(C)ncc(CO)c3cc2C(N)=O)cc(OC)c1OC,-26%,5%,-7%,-3%,-27,1%,-13%,-1%,-11%
Cc1cc(C)c(C(=O)COC(=O)c2cc([N+](=O)[O-])ccc2N2CCOCC2)cc1C,9%,5%,1%,4%,0,18µM*,15%,7%,-3%
O=C(Nc1ccccc1O)c1ccc(NS(=O)(=O)c2cccc3cccnc23)cc1,-26%,156%[activator],-11%,15%,32,-18%,-18%,?,18%
Cc1cccc(OCCn2nc(C(=O)O)c3ccccc3c2=O)c1,-7%,-15%,-6%,-1%,15,0%,22%,-2%,2%
CCC(CO)NCc1ccccc1OC(C)C (stereo unspecified),23%,nt,-7%,15%,-13,-7%,-7%,6%,-27%
N#CCc1ccc(OC(=O)c2cnccc2C(F)(F)F)cc1,21%,4%,2%,2%,0,?,-2%,13%,0%
O=C(NNC(=O)c1cc2ccccc2cc1O)Nc1ccc(F)cc1F,0%,-4%,-22%,-3%,6,nt,nt,0%,20%
COCCCNC(=O)CC(NS(=O)(=O)c1ccc(Cl)cc1)c1ccco1 (stereo unspecified),5%,0%,-1%,-1%,5,-7%,3%,0%[9.24 µM],-1%
CCOc1ccc(C(=O)NCC(=O)OCc2csc(-c3ccccc3)n2)cc1,0%,2%,-2%,-4%,11,-1%,6%,-4%,-12%
O=C(CN(C(=O)c1csnn1)c1ccc(F)c(Cl)c1)NC1CCCCC1,16%,0%,3%,-28%,-6,?,19%,8%,-16%
COC(=O)c1cc(C(=O)OC)n(Cc2ccc(F)cc2)n1,7%,0%,-4%,12%,14,-20%,9%,0%,-4%
COc1cc(-c2nc3ccccn3c2N)ccc1O,14%,nt,7%,-2%,18,3%,11%,10%,-1%
